Screens deposited in PubChem by Fisher Drug Discovery Resource Center.
NPYLR7 agonist – mosquito NPYLR7 agonism. actives 0.15% (n = 270,000). HEK293T NPYLR7/Galpha15, GCaMP6s calcium fluorescence. activation, % at 10 µM; in the data active = activation above about 40%;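 also: 0% = vehicle and 100% = reference agonist at the receptor; some compounds past the cut are filed as inactive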
mcGAS inh – inhibitors of mouse cGAS; Q8C6L5; recombinant cGAS, Kinase-Glo ATP depletion luminescence; inhibition, % at 12.5 µM; actives 0.15% (n = 160,000); AID 1259399;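 also: 0% = negative control wells and 100% = reference inhibitor with no enzyme activity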
hcGAS inh – blocks human cGAS activity. inhibition, % at 12.5 µM. actives 0.081% (n = 290,000). Q8N884. recombinant h-cGAS, ATP depletion, Kinase-Glo luminescence;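 also: 0% = vehicle reaction and 100% = reaction without DNA for no activity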
Target sequence (Q8N884 whole entry, looked up): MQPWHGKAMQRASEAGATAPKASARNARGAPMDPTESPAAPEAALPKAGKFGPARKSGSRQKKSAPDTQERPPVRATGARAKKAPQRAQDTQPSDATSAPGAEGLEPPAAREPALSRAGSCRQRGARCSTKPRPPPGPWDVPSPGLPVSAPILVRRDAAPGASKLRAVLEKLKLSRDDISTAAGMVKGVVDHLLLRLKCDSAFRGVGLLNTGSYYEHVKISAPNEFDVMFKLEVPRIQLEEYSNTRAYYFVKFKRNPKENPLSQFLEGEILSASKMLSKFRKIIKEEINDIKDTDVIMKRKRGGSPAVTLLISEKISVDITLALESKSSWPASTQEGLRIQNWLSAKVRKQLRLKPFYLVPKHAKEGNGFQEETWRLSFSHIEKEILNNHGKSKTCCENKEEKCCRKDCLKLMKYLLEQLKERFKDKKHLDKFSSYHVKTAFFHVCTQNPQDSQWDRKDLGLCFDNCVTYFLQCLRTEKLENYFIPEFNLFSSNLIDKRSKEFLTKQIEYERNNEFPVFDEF
Numbers without * were called inactive; / = not tested or not shown; & = joins results of further samples. Rule as the data show it, unless noted: active = inhibition above about 40%; inactive = the rest.

nr | SMILES | NPYLR7 agonist | hcGAS inh | mcGAS inh
1 | Cc1ccc(C(=O)CSc2nccn(-c3cccc4ccccc34)c2=O)cc1 | 5.5 | -6.1 | -8.5
2 | Cc1ccc(NC(=O)c2csc(NS(=O)(=O)c3cccs3)n2)cc1F | -2.4 | -3.4 | /
3 | Clc1ccc(N=C2SCCN2C2CCCCC2)cc1 | -6.7 | -3.8&4.0 | /
4 | COCCCN(CC(=O)N1CCc2sccc2C1c1ccc(Cl)cc1)S(=O)(=O)c1ccc(Br)cc1 (centres undefined) | 3.8 | -3.5 | -3.9
5 | CN(Cc1ccco1)C(=O)C(C1CCCC1)N1CCN(C(=O)c2ccc([N+](=O)[O-])cc2)CC1 (centres undefined) | 8.0 | -4.7 | -4.8
6 | CCc1cc(NCc2cncn2CC)nc(N2CCOCC2)n1 | 9.7 | -5.7 | -7.2
7 | Cc1ccsc1C(=O)N1CCCC(CNC(=O)c2ccc(-c3ccccc3)cc2)C1 (centres undefined) | 9.1&-2.6 | -6.3&-7.0 | -10.8
8 | c1coc(-c2nc(CN(CC3CCCO3)CC3CCCO3)cs2)c1 (centres undefined) | 0.3 | 7.9 | /
9 | Cc1c(C(=O)N2CCC(Cc3ccccc3)CC2)cnc2c(-c3cccs3)cnn12 | 28.4 | -5.9 | -8.5
10 | CC1CN(C(=O)CCNc2snc(Cl)c2C#N)CC(C)O1 (centres undefined) | -16.6&28.8 | -9.8&-5.3 | -12.6
11 | Cc1cn2c3c(=O)n(Cc4ccccc4F)c(=O)n(C)c3nc2n1C(C)c1ccccc1 (centres undefined) | 0.0 | -0.4 | -3.7
12 | O=C(CSc1nnc(CNC(=O)c2cc(Br)ccc2Cl)n1-c1cccc(Cl)c1)Nc1nccs1 | -5.5 | 1.1 | /
13 | Cc1ccc(CN2CCSCC2)cc1NC(=O)Cn1cccn1 | -4.5 | 0.9 | /
14 | Cc1cccc(S(=O)(=O)NC(=O)C2(C)CCN2C(=O)Cc2ccsc2)c1 (centres undefined) | 0.4 | -9.3 | /
15 | COc1ccc(CCn2c(C)c(C)n3c4c(=O)n(CCCO)c(=O)n(C)c4nc23)cc1OC | 3.4 | -1.9 | -6.9
16 | O=C1CCC(C(=O)NC(c2ccc(Cl)cc2)c2cccs2)=NN1 (centres undefined) | 0.8 | -8.8 | /
17 | CN(N=Cc1ccc([N+](=O)[O-])o1)c1ccccc1 | 5.5 | -3.9 | /
18 | C[C@H](CCC(=O)NCC(=O)O)[C@H]1CC[C@H]2[C@@H]3[C@H](O)C[C@@H]4C[C@H](O)CC[C@]4(C)[C@H]3C[C@H](O)[C@]12C | -2.9 | -4.3 | /
19 | CCN(CC)CCCC(C)Nc1nc(C)nc2cc(Cl)ccc12 (centres undefined) | -12.0 | 5.4 | -1.8
20 | CC1(C)CC(=O)C=C(NC2CCCCC2)C1 | -13.0 | 1.5 | /
21 | C=CCNC(=O)C(C1CCCC1)N1CCN(C(=O)c2ccc(F)cc2)CC1 (centres undefined) | -9.3 | 2.4 | -1.1
22 | Cc1nn(C)cc1-c1ccnc(NCCCn2ccnc2C(C)C)n1 | -1.2 | -2.4 | /
23 | O=C(CSc1nnc(-c2ccc(F)c(F)c2)c(=O)[nH]1)N1CCN(c2ccc(F)cc2)CC1 | -1.8 | -6.8 | /
24 | CCn1ncc(C(=O)NCc2ccc3c(c2)CC(C)O3)c1C (centres undefined) | 17.2 | -5.8 | -10.9
25 | COC(=O)CC(C)NC(=O)c1ccc2c(c1)nc(C)n2C (centres undefined) | -0.2 | -7.6 | -17.9
26 | COc1ccccc1C1=NN(C(=O)CN2CCN(C(C)=O)CC2)C(c2cccc(F)c2)C1 (centres undefined) | -6.8 | 0.1 | 0.9
27 | CCOCCSc1nnc(-c2cn(C)nc2OC)n1C | 8.4 | -7.1 | -9.4
28 | O=C1NC2(CCN(Cc3cccs3)CC2)Nc2cc(Cl)ccc21 | -1.0 | -5.2 | -3.9
29 | C=CCn1c(SCC(=O)N2CCN(C(=O)OCC)CC2)nc2c([nH]c3ccccc32)c1=O | -0.3 | -3.3 | -7.6
30 | O=C(CNC(=O)C12CC3CC(CC(Cl)(C3)C1)C2)N1CCCCC1 | 4.1 | 6.0 | /
31 | Cc1cc(C(=O)NC2CC(=O)N(Cc3ccccc3Cl)C2)c(C)o1 (centres undefined) | 7.2 | -8.3 | /
32 | O=C(c1ccc2c3c(cccc13)CC2)C1CCCN(Cc2cccn2-c2ncccn2)C1 (centres undefined) | 12.8 | -5.4 | -8.4

Overlap with the part before: two compounds, followed by the next part.
nr | SMILES | NPYLR7 agonist | hcGAS inh | mcGAS inh
31 | Cc1cc(C(=O)NC2CC(=O)N(Cc3ccccc3Cl)C2)c(C)o1 (centres undefined) | 7.2 | -8.3 | /
32 | O=C(c1ccc2c3c(cccc13)CC2)C1CCCN(Cc2cccn2-c2ncccn2)C1 (centres undefined) | 12.8 | -5.4 | -8.4
33 | Cn1c(C(=O)N2CCCn3cncc3C2)cc2c(Cl)cccc21 | -5.8 | -2.1 | /
34 | COc1ccc(CN(C(=O)c2ccc(Cl)cc2Cl)C(C)C)cc1OS(C)(=O)=O | / | 11.9 | 2.7
35 | CCOC(=O)C1CCCCN1C(=O)CCc1nnc(CCc2ccc(OC)cc2)o1 (centres undefined) | -0.9 | -4.9 | /
36 | CCCCn1c(C)c(C)n2c3c(=O)n(CCC(=O)OCC)c(=O)n(C)c3nc12 | 1.0 | -5.2 | -6.7
37 | CSc1ccc(NC(=O)N2CCCC(N3CCN(c4ccccc4)CC3)C2)cc1 (centres undefined) | 12.9 | -6.6 | /
38 | Cc1c(C(=O)NC2CCCC2)sc(=O)n1Cc1cccc(F)c1 | -10.1 | -0.2 | /
39 | O=S(=O)(CCNCc1ccccc1Cl)c1ccccc1 | 4.8 | -7.3 | /
40 | Cc1ccc2c(c1)C(OC1CCN(C)CC1)c1ccccc1CS2 (centres undefined) | 0.8 | -7.5 | /
41 | Cn1nc(CC2CCN(C(=O)c3cccc(=O)[nH]3)CC2)n(-c2ccccc2)c1=O | 5.9 | 0.3 | /
42 | COc1cc2c(cc1OC)CN(S(=O)(=O)c1ccc(OC)c(N3CCN(S(=O)(=O)c4ccc(Cl)c([N+](=O)[O-])c4)CC3)c1)CC2 | 13.2 | 4.8 | 1.2
43 | CN1CCN(N=C2C=C(c3ccccc3)C(O)(c3ccccc3)C2)CC1 (centres undefined) | -1.3 | 6.0 | -2.9
44 | CCOC(=O)c1ccc2c(c1)nc(SCC1N=C(c3ccc(OC)cc3)OC1C)n2Cc1ccccn1 (centres undefined) | 7.8 | -3.8 | -5.7
45 | Fc1cccc(CN2CCC(=NNc3nc4ccccc4s3)CC2)c1 | 11.2 | -5.8 | /
46 | O=C(NCc1ccc(-c2nc3ccccc3s2)o1)C1CCS(=O)(=O)C1 (centres undefined) | 12.4 | -6.0 | /
47 | Cc1ccc(NC(=O)CC(=O)N(CC#Cc2ccccc2)C2CC2)cc1 | 12.9 | 1.5 | /
48 | CCN1CCN(C(=O)CCC2CCN(C(=O)C3CCN(C(=O)N(C)C)CC3)CC2)CC1 | 9.3 | -7.1 | /
49 | Cc1csc(C(C)NC(=O)CCC2(Cc3ccc4ccccc4c3)CCC(=O)N2)n1 (centres undefined) | 7.7 | -7.0 | -25.9
50 | O=C(NC1C[C@H]1c1ccccc1)N1CCN(CC(OCc2ccc(C(F)(F)F)cc2)c2ccc(Cl)cc2)CC1 (some centres undefined) | / | -9.8 | -8.7
51 | CCOC(=O)N1CCN(C(c2ccc(OC)cc2)C2Sc3ncnn3C2=O)CC1 (centres undefined) | 0.2 | -5.4 | -6.7
52 | CC(C)(CCl)C(=O)N1CCC[C@@H]1C(=O)NCCNC(=O)c1ccccc1 | 1.7 | -2.4 | -7.4
53 | CC(C)n1cc(CN(C)CC2CCCN(CCc3ccc(Cl)cc3)C2)cn1 (centres undefined) | 14.1 | -7.3 | /
54 | Cc1nc2ncccn2c1C(=O)NCc1cccnc1N(C)C | 3.7 | -7.7 | /
55 | C#CCOCC(O)CN(Cc1cccn1C)CC1CCCO1 (centres undefined) | 20.6 | -7.4 | -3.9
56 | CCOC(=O)C1=C(C)OC(=N)C(C#N)C1c1cccc(Br)c1 (centres undefined) | 20.1 | -4.8 | -5.3
57 | CCc1nn2c(=O)cc(CSc3nnnn3C3CCCC3)nc2s1 | 0.4 | 4.7 | -1.1
58 | CC1CCCN(c2ncnc(Oc3ccc4c(c3)OCO4)c2N)C1 (centres undefined) | -0.8 | 0.9 | /
59 | CCn1c(=O)c2c(nc3n2CCCN3c2ccc(C)cc2)n(C)c1=O | 2.0 | -3.1 | /
60 | COc1ccc(-c2c(C)c3ccc4c(c3oc2=O)CN(C2CC2)CO4)cc1OC | -3.1 | 7.8 | -0.5
61 | CS(=O)(=O)c1ccc(CN2CCN(c3ncc(F)cn3)CC2)cc1 | 2.2 | -8.6 | -13.2
62 | CC1CN(CC2(O)CCC2)CC(C)O1 (centres undefined) | 12.2 | -8.3 | /
63 | CCCc1cc(C(=O)Nc2cc(F)c(F)c(C(=O)OC)c2)n[nH]1 | 2.1 | -8.0 | /
64 | CC(C)c1cc(C(=O)N2CC3(C)CC2CC(C)(C)C3)no1 (centres undefined) | / | -6.3 | -3.6
65 | COCc1cc(C)nc(N/N=C\c2ccc(Oc3ccc([N+](=O)[O-])cc3[N+](=O)[O-])c(OC)c2)c1C#N | -0.8 | -3.6 | -5.5
66 | CON(C)C(=O)c1cccc(NS(=O)(=O)c2ccc(C)c(F)c2)c1 | -2.8 | -1.0 | -10.9
67 | CC1=NN(Cc2ccccc2F)c2nc3c(c(=O)n(Cc4ccccc4)c(=O)n3C)n2C1 | -9.8 | -8.2 | /
68 | COCCN1C(=O)CC2(C1=O)C(=O)N(CCCOc1ccc(OC)cc1)c1ccc(F)cc12 (centres undefined) | -3.2 | -10.5 | -3.5
69 | O=C(c1cnc2ccccn2c1=O)N1CCCC(N2CCNC2=O)C1 (centres undefined) | -0.2 | -4.6 | /
70 | CC1CCCCN1C(=O)c1cc(Br)cc(S(=O)(=O)N2CCOCC2)c1F (centres undefined) | 10.4 | 0.3 | /
71 | COc1ccc(NC(=O)NCCn2nc(-c3ccc(OC)cc3)ccc2=O)cc1 | -1.2 | -8.0 | -9.3
72 | CCn1cc(C(=O)N2CCc3ccccc32)c2nn(-c3ccccc3)c(=O)c-2c1 | 0.3 | -5.9 | -8.8
73 | C=CC(=O)Nc1ccc(-c2cccc(-c3ccc4c(c3)OCCO4)n2)cc1 | -1.1 | -3.7 | -4.3
74 | O=C(Nc1ccc(-c2ccco2)cc1)C1CCCN(C(=O)c2noc3c2CCCC3)C1 (centres undefined) | 2.3 | -8.5&-1.6 | /
75 | COc1ccc(C2=NC(=Cc3ccc(Cl)cc3)C(=O)O2)cc1OC | -0.1 | -6.3 | -5.9
76 | O=[N+]([O-])c1ccc(N2CCCC(C(F)(F)F)C2)c([N+](=O)[O-])c1 (centres undefined) | 11.1 | -0.8 | /
77 | CCCc1nc(C(=O)NCc2cccnc2-n2cncn2)cs1 | 15.1 | -9.7 | -16.3
78 | O=C(Nc1cnn(C23CC4CC(CC(C4)C2)C3)c1)C1CC(c2c(F)cccc2Cl)=NO1 (centres undefined) | 12.6 | 1.1 | /
79 | COc1ccc(C)nc1NC(=O)c1ccc(Br)o1 | 21.0 | -3.9 | /
80 | O=c1[nH]cnc2cc(Br)ccc12 | 0.9 | 8.2 | /
81 | CCOC(=O)CCC(=O)N1CCN(c2ncnc3c2nnn3-c2ccccc2)CC1 | -1.6 | -7.6 | -9.3
82 | O=C(CCN1CC[C@@H]2OCc3cnnn3[C@H]2C1)NC1CCCCC1 | / | -7.2 | -4.5
83 | O=C(CC1CCCCC1)NCCn1nc(-c2ccc(F)cc2)ccc1=O | -5.8 | 4.9 | 5.8
84 | CC1=C(C)CC(C(=O)Nc2cccc(F)c2)C(C(=O)O)C1 (centres undefined) | 4.9 | -2.3 | /
85 | CCCCCCCC/C=C/CCCCCCCCOP(=O)(O)OCC[N+](C)(C)C | / | -4.1 | -0.9
86 | NC(=O)c1cccnc1N1CCC2(CCCN(Cc3cccc(F)c3F)C2)C1 (centres undefined) | 2.2 | -3.7 | -13.5
87 | CCCC(C)NC(=O)c1sc2nc(CC)nc(C)c2c1C (centres undefined) | -1.4 | -7.3 | /
88 | CSc1ccc(Cl)c(C(=O)O/N=C2\c3ccccc3-c3ncccc32)c1 | -8.8 | -3.7 | /

Taken from above:
`O=C(CCN1CC[C@@H]2OCc3cnnn3[C@H]2C1)NC1CCCCC1` | mcGAS inh = -4.5
`CC1=C(C)CC(C(=O)Nc2cccc(F)c2)C(C(=O)O)C1` (centres undefined) | hcGAS inh = -2.3
`O=C(CC1CCCCC1)NCCn1nc(-c2ccc(F)cc2)ccc1=O` | NPYLR7 agonist = -5.8
`CCCCCCCC/C=C/CCCCCCCCOP(=O)(O)OCC[N+](C)(C)C` | mcGAS inh = -0.9

Full records, looked up by structure:
CC1=C(C)CC(C(=O)Nc2cccc(F)c2)C(C(=O)O)C1 (centres undefined) across the screens: NPYLR7 agonist = 4.9; hcGAS inh = -2.3; mcGAS inh = /
O=C(CC1CCCCC1)NCCn1nc(-c2ccc(F)cc2)ccc1=O across the screens: NPYLR7 agonist = -5.8; hcGAS inh = 4.9; mcGAS inh = 5.8

New compounds follow
nr | SMILES | NPYLR7 agonist | hcGAS inh | mcGAS inh
89 | CCC(Sc1ccc2nnc(-c3ccccn3)n2n1)C(=O)O (centres undefined) | 4.3 | -4.0 | -7.9
90 | Nc1cc(S(=O)(=O)Nc2ccc(SC(F)F)cc2)ccc1Cl | 5.4 | -2.6 | -3.9
91 | O=C(Nc1ccc(O)c(-c2nc3ccccc3o2)c1)c1ccc(Cl)c(Cl)c1 | -9.4 | 0.5 | -1.0
92 | COc1cc(S(=O)(=O)n2cnc3cc(C)c(C)cc32)ccc1Cl | 1.3 | -5.4 | -3.1
93 | CC(=O)N1CCN(CC(=O)c2c(-c3ccccc3)[nH]c3ccccc23)CC1 | 4.9 | -4.9 | /

Rows are unselected; overall some 0.26% were active at least once.
